Bioassay records as filed in PubChem BioAssay.
ATXN2 expr inh: ATXN2 expression inhibition; HEK-293 ATXN2-luciferase reporter, luminescence, 24 h; AID 1745845; Potency, µM (highest dose often 57 µM), without a hit: at the top dose activity change, negative = inhibition, most hits filed as inhibitors; hit rate 0.72% among 360,000; further: potency means the concentration at half of the fitted maximal effect; on the % scale 0 is the no-effect control and ±100 the full control effect; nearly all actives have a fitted effect of over 55% in size
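qHTS (up to 57 uM final) was run with 24 h compound exposure of reporter cells at 37 °C. Each well was multiplexed: SteadyGlo luminescence measured ATXN2-luciferase expression after a fluorogenic Gly-Phe-AFC viability readout (25 uM final).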
A549 viability: kills or reduces viability of A549 cells in Nrf2 counter-screen | A549 ARE-Fluc cells, CellTiter-Fluor viability, 18-24 h | Potency, µM (series often up to 46 µM), for the others: at the highest dose activity change, negative = cytotoxicity, actives largely listed as inhibitors | hit rate 0.16% among 390,000 | AID 504648; further: potency means the concentration at half of the fitted maximal effect; on the % scale 0 is the no-effect control and ±100 the full control effect
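A549 ARE-Fluc cells in 5% FBS OPTI-MEM, 5000 cells/well, rested 2 h then exposed to compounds in concentration-response for 18-24 h at 37 °C. Viability by CellTiter-Fluor fluorescence (Ex 405/Em 525) after 30 min; luciferase luminescence (BugLite, 15 min, RT) read afterwards.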
IL2 activator: activators of IL-2. IL-2 activation reporter assay, cell-based qHTS; stimulated with anti-CD3/CD4/CD28 beads; in transgenic mouse T cells. activation, % (series mostly up to about 46 µM). hit rate 0.065% among 360,000. AID 652025; in the data active means activation above about 50%; inconclusive means mostly about 30% to 49%; further: 0% is about no effect
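EGFP and DsRed fluorescence is measured by plate cytometry in unstimulated transgenic mouse T cells exposed to compound for 60 minutes, then stimulated 18 hours at 37 degrees C with anti-CD3/anti-CD4 beads plus anti-CD28.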
HepG2 tox: kills HepG2 cells in TGF-b inhibitor counter-screen | HepG2 CAGA-GFP viability, ATP luminescence, 18 h | Potency, µM (highest dose often 46.1 µM), inactives show at the highest dose activity change, negative = cytotoxicity, most hits filed as cytotoxic | hit rate 0.76% among 410,000; further: potency means the concentration at half of the fitted maximal effect; some results filed as inactive show a strong effect at the top dose
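CellTiter-Glo luminescence gave cytotoxicity after 18 hours at 37 degrees C. The cells were HepG2 CAGA-GFP in 1% FBS DMEM, stimulated with 500 pg/mL TGF-beta after compound addition. %Activity was normalised to no-cell wells (complete cell-killing) and DMSO (no toxicity), and curves were fitted and classified.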
ATXN viability: viability counter-screen for ATXN expression inhibitors | S2 cells (HEK-293 line with an ATXN2-luciferase reporter) viability, CellTiter-Fluor protease fluorescence, 24 h | hit rate 0.49% among 400,000 | Potency, µM (top dose mostly 56.7 µM), actives largely listed as cytotoxic; further: potency means the concentration at half of the fitted maximal effect; nearly all actives have a fitted effect of over 40% in size
TGFb inhibitor: inhibitors of TGF-b signaling. Potency, µM (titrated, usually from 46.1 µM), without a hit: at the highest dose activity, negative = inhibition, actives largely listed as inhibitors. HepG2 CAGA-GFP TGF-b/SMAD3 reporter, GFP fluorescence, 18 h; TGF-beta stimulated, 500 pg/mL final. hit rate 1.2% among 410,000. AID 588855; further: potency means the concentration at half of the fitted maximal effect; on the % scale 0 is the no-effect control and ±100 the full control effect; nearly all actives have a fitted effect of over 65% in size
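Inhibition of TGF-beta-driven CAGA-GFP reporter expression in HEPG2 cells is measured by cellular GFP fluorescence after 18 h stimulation with 500 pg/mL recombinant TGF-beta in 1% FBS medium at 37 degrees C.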
Nrf2 inh: inhibitors of Nrf2 signaling. AID 504444. Potency, µM (doses to about 46 µM), for inactives: at the highest dose activity change, negative = inhibition, most hits filed as inhibitors. hit rate 2.1% among 360,000. A549 ARE-Fluc reporter, luciferase luminescence, 18-24 h; further: potency means the concentration at half of the fitted maximal effect; on the % scale 0 is the no-effect control and ±100 the full control effect; nearly all actives have a fitted effect of over 60% in size
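Reporter: ARE-Fluc in A549. Exposure: 18-24 h, 37 °C, 5% CO2, 5% FBS OPTI-MEM. Readouts: fluorescent cytotoxicity (CellTiter-Fluor), then luminescent Nrf2 signal after BugLite.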
EPAC2 ag: agonists of human EPAC2 (RAPGEF4); EPAC2 activation, biochemical qHTS; response scale: 100% = 6.5 mM cAMP response; Potency, µM (doses to about 154 µM), inactives show at the highest dose activation, hits mostly activators; AID 720711; Q8WZA2; hit rate 0.079% among 360,000; further: potency means the concentration at half of the fitted maximal effect; nearly all actives have a fitted effect of over 50% in size
Target sequence (Q8WZA2 whole entry, looked up): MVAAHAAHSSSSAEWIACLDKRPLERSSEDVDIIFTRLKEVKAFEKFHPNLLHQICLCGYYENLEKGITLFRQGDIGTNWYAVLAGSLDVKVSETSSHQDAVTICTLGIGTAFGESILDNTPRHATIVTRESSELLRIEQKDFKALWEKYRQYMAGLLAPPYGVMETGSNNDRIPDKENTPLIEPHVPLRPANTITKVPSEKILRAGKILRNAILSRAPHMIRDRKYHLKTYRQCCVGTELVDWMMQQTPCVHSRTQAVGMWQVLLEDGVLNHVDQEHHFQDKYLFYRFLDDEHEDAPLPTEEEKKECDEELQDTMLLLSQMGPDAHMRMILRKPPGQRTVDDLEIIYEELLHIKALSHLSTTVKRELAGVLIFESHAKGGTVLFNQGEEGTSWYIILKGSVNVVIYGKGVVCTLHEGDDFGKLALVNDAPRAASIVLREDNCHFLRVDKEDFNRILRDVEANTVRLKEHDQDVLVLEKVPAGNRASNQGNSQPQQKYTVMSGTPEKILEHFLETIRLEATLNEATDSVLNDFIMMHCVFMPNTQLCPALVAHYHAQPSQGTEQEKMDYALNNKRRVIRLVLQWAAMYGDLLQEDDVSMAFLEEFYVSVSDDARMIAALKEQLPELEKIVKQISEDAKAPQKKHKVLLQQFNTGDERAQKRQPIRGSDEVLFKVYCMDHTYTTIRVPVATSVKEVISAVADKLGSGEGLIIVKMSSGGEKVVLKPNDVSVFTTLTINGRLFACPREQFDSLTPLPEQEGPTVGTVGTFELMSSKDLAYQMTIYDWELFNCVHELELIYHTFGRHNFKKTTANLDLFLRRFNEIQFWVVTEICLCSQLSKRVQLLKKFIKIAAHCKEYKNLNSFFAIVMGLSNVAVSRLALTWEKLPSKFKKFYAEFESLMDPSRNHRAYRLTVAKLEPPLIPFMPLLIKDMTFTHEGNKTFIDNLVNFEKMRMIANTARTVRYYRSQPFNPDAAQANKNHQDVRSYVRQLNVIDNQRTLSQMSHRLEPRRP
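Setup: EPAC2 100 nM, labeled Rap1B complex 250 nM, free GDP 50 uM. Compound titrations pinned in, brief spin, 5 min room temperature incubation. Kinetic fluorescence read over 30 min, normalized to 6.5 mM cAMP.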
Nrf2 ARE act: Nrf2 pathway activation | Potency, µM (top dose mostly 46.1 µM), for the others: at the top dose activation, usual class: activators | hit rate 0.31% among 410,000 | AREc32 ARE-luciferase reporter (MCF7-derived line), luminescence, 24 h; further: potency means the concentration at half of the fitted maximal effect; % of control where 0% means no effect; nearly all actives have a fitted effect of over 65% in size
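For detection, Steady-Glo was added and plates sat 30 min at RT; before that, AREc32_Fluc cells grown overnight in OPTI-MEM/5% FBS had been treated with 23 nL compound for 24 hr at 37 deg C.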
* = called active by the depositor; [ ] = another dose, or the depositor's remark. Unless noted, the call rests on the fitted dose curve; in most records, active means well fitted curve in the direction sought with a large enough effect; inconclusive means small, poorly fitted or top-dose-only effect, or another doubt; inactive means no such curve, though single readings can be large; an effect the other way counts as inactive or inconclusive.

Screening CC(=O)c1ccc(-c2ccc(C(=O)N(C)c3c(N)n(Cc4ccccc4)c(=O)[nH]c3=O)o2)cc1 returned ATXN2 expr inh 7%, A549 viability -1%, IL2 activator 0.5, HepG2 tox 2%, ATXN viability inactive, TGFb inhibitor -26%, Nrf2 inh 12%, EPAC2 ag -6% and Nrf2 ARE act -0.2%.
`CCNC(=O)N1CCN(C(=O)NCC)CC1` gave ATXN2 expr inh 7%, A549 viability 1%, IL2 activator 0.0, HepG2 tox -3%, ATXN viability inactive, TGFb inhibitor -11%, Nrf2 inh 3%, EPAC2 ag -6% and Nrf2 ARE act 0.0%.
Cc1cc(C)n2nc(C(=O)OCC(=O)Nc3ccc(Cl)cc3)nc2n1 was read as IL2 activator 0.2, HepG2 tox 1%, ATXN viability inconclusive, TGFb inhibitor 0%, EPAC2 ag 2% and Nrf2 ARE act 0.9%.
Screening O=C(CCC(=O)N/N=C/c1cc(Cl)cc(Cl)c1O)NCc1ccccc1 returned ATXN2 expr inh -26%, A549 viability -8%, IL2 activator -0.1, HepG2 tox -25%, TGFb inhibitor -23%, Nrf2 inh -28%, EPAC2 ag -18% and Nrf2 ARE act -0.5%.
COc1cccc(CC(=O)Nc2ccc3c(c2)CCC3)c1 was read as ATXN2 expr inh 3%, A549 viability -7%, IL2 activator -0.9, HepG2 tox -6%, ATXN viability inactive, TGFb inhibitor 4%, Nrf2 inh -22%, EPAC2 ag -5% and Nrf2 ARE act -0.1%.
`COc1ccccc1C(=O)Nc1ccc2nc(SCCOc3ccccc3C)sc2c1` gave ATXN2 expr inh -1%, A549 viability 7%, HepG2 tox -41%, ATXN viability inactive, TGFb inhibitor -1%, Nrf2 inh 10% and Nrf2 ARE act 0.9%.
`O=C(Nc1nc2ccccc2s1)c1ccc(OCC2CCCO2)cc1` (stereo not given) gave ATXN2 expr inh -31%, A549 viability -2%, IL2 activator 1.0, HepG2 tox -6%, ATXN viability inconclusive, TGFb inhibitor -14%, Nrf2 inh inconclusive, EPAC2 ag 0% and Nrf2 ARE act -0.1%.
CC[C@@H](C)C(NC(=O)OC(C)(C)C)c1cn([C@@H](Cc2ccc(O)cc2)C(=O)N2CCN(C(=O)OC(C)(C)C)CC2)nn1 (stereo not given in full) was read as ATXN2 expr inh 7%, A549 viability -6%, IL2 activator 0.4, HepG2 tox -27%, ATXN viability inactive, TGFb inhibitor -3%, Nrf2 inh -3%, EPAC2 ag -11% and Nrf2 ARE act 0.0%.
Screening COc1ccccc1NC(=O)CSc1nnc(-c2cccc(Cl)c2)o1 returned ATXN2 expr inh 15%, A549 viability 2%, HepG2 tox -17%, ATXN viability inactive, TGFb inhibitor 13%, Nrf2 inh 28% and Nrf2 ARE act 8.8%.
Screening O=C(COc1ccc2ccccc2c1)Nc1nccs1 returned ATXN2 expr inh -20%, A549 viability -7%, IL2 activator -0.9, HepG2 tox 1%, ATXN viability inactive, TGFb inhibitor 0%, Nrf2 inh inconclusive, EPAC2 ag 16% and Nrf2 ARE act 1.8%.
For COc1ccc(S(=O)(=O)NCc2ccco2)cc1C(=O)N1CCOCC1 the results were ATXN2 expr inh -5%, A549 viability 4%, IL2 activator 1.4, HepG2 tox -3%, TGFb inhibitor 10%, Nrf2 inh 6%, EPAC2 ag 5% and Nrf2 ARE act -0.1%.
Screening NCCCCCC(=O)N/N=C/c1ccc2nccnc2c1 returned ATXN2 expr inh -6%, A549 viability -15%, IL2 activator -3.9, HepG2 tox 9%, ATXN viability inactive, TGFb inhibitor 27%, Nrf2 inh -17%, EPAC2 ag 6% and Nrf2 ARE act -0.1%.
For COc1ccc(/C=N/n2c(-c3cccs3)n[nH]c2=S)cc1 the results were ATXN2 expr inh -13%, A549 viability -6%, IL2 activator 0.0, HepG2 tox -60%, ATXN viability inactive, TGFb inhibitor 31%, EPAC2 ag -1% and Nrf2 ARE act -0.1%.
O=C(Nc1nccs1)c1nc[nH]c1C(=O)NCc1ccccc1 was read as ATXN2 expr inh inconclusive, A549 viability -6%, IL2 activator -3.1, HepG2 tox -7%, ATXN viability inactive, TGFb inhibitor -12%, Nrf2 inh -12%, EPAC2 ag 8% and Nrf2 ARE act 2.4%.
Screening Cn1nc(C(C)(C)C)cc1C(=O)NCc1ccc(N2CCCC2=O)cc1 returned ATXN2 expr inh -14%, A549 viability inconclusive, IL2 activator -2.1, HepG2 tox -26%, ATXN viability inactive, TGFb inhibitor -11%, EPAC2 ag 7% and Nrf2 ARE act 0.2%.
Screening COc1cc(/C=N/NC(=O)CCn2c3ccccc3c3ccccc32)ccc1O returned ATXN2 expr inh -34%, A549 viability 2%, IL2 activator -0.8, HepG2 tox -22%, ATXN viability inactive, TGFb inhibitor inconclusive, Nrf2 inh -18%, EPAC2 ag 29% and Nrf2 ARE act 1.2%.
For CN(CC(=O)Nc1ccc(Cl)c(C(F)(F)F)c1)C(=O)c1ccc(N2CCOCC2)c([N+](=O)[O-])c1 the results were ATXN2 expr inh inconclusive, A549 viability -25%, IL2 activator 3.4, HepG2 tox -24%, ATXN viability inconclusive, TGFb inhibitor inconclusive, Nrf2 inh inconclusive, EPAC2 ag 15% and Nrf2 ARE act 1.3%.
N#Cc1cn(CC(=O)NCc2cccnc2)c2ccccc12 was read as ATXN2 expr inh 1%, A549 viability -1%, IL2 activator -0.4, HepG2 tox -1%, ATXN viability inactive, TGFb inhibitor -7%, Nrf2 inh 1%, EPAC2 ag -4% and Nrf2 ARE act -0.8%.
Screening O=C(COC(=O)c1cc[n+]([O-])cc1)Nc1cccc(Cl)c1Cl returned ATXN2 expr inh 3%, A549 viability 0%, IL2 activator 0.4, HepG2 tox -7%, ATXN viability inactive, TGFb inhibitor 0%, Nrf2 inh -1%, EPAC2 ag 3% and Nrf2 ARE act -0.5%.
Screening O=C1N=C(N2CCOCC2)S/C1=C\C=C/c1ccccc1 returned A549 viability -14%, IL2 activator -0.4, HepG2 tox -30%, TGFb inhibitor 11%, Nrf2 inh inconclusive, EPAC2 ag 9% and Nrf2 ARE act 29%.
Screening COc1ccccc1OCCSc1nnnn1C1CCCCC1 returned ATXN2 expr inh 38%[activator], A549 viability -8%, IL2 activator -0.6, HepG2 tox 4%, ATXN viability inactive, TGFb inhibitor 3%, Nrf2 inh inconclusive, EPAC2 ag -35%[inhibitor][15.6 µM] and Nrf2 ARE act 5.5%.
Screening C/C=C/C(=O)OCC(=O)NC(=O)NC(C)C returned ATXN2 expr inh 16%, A549 viability -6%, IL2 activator -1.2, HepG2 tox -23%, ATXN viability inactive, TGFb inhibitor -1%, Nrf2 inh 9%, EPAC2 ag -7% and Nrf2 ARE act 0.0%.
For Cc1ccccc1NC(=O)Nc1ccc2nc(N3CCN(C)CC3)cc(C)c2c1 the results were ATXN2 expr inh -15%, A549 viability -2%, HepG2 tox -7%, ATXN viability inactive, TGFb inhibitor 35%, Nrf2 inh -1% and Nrf2 ARE act 5.1%.
For CC(Oc1ccc2ccc(=O)oc2c1)C(=O)NCCN1CCOCC1 (stereo not given) the results were A549 viability 26%, IL2 activator -0.7, HepG2 tox 0%, ATXN viability inactive, TGFb inhibitor -3%, Nrf2 inh -5%, EPAC2 ag 7% and Nrf2 ARE act 0.2%.
Cc1ccc(OCCNC(=O)CCc2nc3sc4c(c3c(=O)[nH]2)CCCC4)cc1 was read as ATXN2 expr inh 8%, A549 viability -4%, IL2 activator -1.6, HepG2 tox 5%, ATXN viability inactive, TGFb inhibitor 16%, Nrf2 inh 8%, EPAC2 ag 2% and Nrf2 ARE act -0.2%.
Screening CCOC(=O)c1c(C)[nH]c(C)c1S(=O)(=O)N1CCN(c2cccc(C)c2)C(C)C1 (stereo not given) returned A549 viability 4%, IL2 activator 0.0, HepG2 tox -30%, ATXN viability inactive, TGFb inhibitor -5%, Nrf2 inh 4%, EPAC2 ag 16% and Nrf2 ARE act -0.4%.
Screening CC[C@]12c3[nH]c4cc(-c5ccco5)ccc4c3CCN1C(=O)[C@@H](CC(=O)NCCCN(C)C)C[C@@H]2C(=O)N1CCN(C(=O)c2ccco2)CC1 returned ATXN2 expr inh 6%, A549 viability 2%, IL2 activator 0.7, HepG2 tox 0%, ATXN viability inactive, TGFb inhibitor 0%, Nrf2 inh 13%, EPAC2 ag 3% and Nrf2 ARE act 0.4%.
For CC(C)C(=O)Nc1ccc2nn(-c3ccc(F)cc3)nc2c1 the results were A549 viability 6%, IL2 activator 0.1, HepG2 tox -17%, ATXN viability inactive, TGFb inhibitor 2%, Nrf2 inh inconclusive, EPAC2 ag -2% and Nrf2 ARE act 0.5%.
`COc1ccc(CCNC(=O)CSc2nn(-c3ccccc3)c(=S)s2)cc1` gave ATXN2 expr inh 1%, A549 viability -6%, IL2 activator 1.6, HepG2 tox 3%, ATXN viability inactive, TGFb inhibitor -17%, Nrf2 inh inconclusive, EPAC2 ag 4% and Nrf2 ARE act 2.0%.
`COc1ccc(CC(Cc2ccc(OC)c(OC)c2)NC=O)cc1OC` gave IL2 activator -0.3, HepG2 tox 23%, ATXN viability inactive, TGFb inhibitor 2%, EPAC2 ag 0% and Nrf2 ARE act 0.0%.

Outcome played no part in choosing rows. About 4.3% of those tested had a hit in this group.
